Neddylation inh = blocks human cullin neddylation; P61081+Q13564; actives 0.58% (n = 360,000); calls only at 25 µM; TR-FRET cullin neddylation, biochemical; in the data active means inhibition above about 36%
Target sequence (P61081 whole entry, looked up): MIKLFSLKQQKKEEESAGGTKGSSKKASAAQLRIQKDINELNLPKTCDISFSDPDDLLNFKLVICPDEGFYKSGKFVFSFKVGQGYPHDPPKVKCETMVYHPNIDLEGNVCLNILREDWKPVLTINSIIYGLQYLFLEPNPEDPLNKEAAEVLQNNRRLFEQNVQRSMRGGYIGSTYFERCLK
Target sequence (Q13564 whole entry, looked up): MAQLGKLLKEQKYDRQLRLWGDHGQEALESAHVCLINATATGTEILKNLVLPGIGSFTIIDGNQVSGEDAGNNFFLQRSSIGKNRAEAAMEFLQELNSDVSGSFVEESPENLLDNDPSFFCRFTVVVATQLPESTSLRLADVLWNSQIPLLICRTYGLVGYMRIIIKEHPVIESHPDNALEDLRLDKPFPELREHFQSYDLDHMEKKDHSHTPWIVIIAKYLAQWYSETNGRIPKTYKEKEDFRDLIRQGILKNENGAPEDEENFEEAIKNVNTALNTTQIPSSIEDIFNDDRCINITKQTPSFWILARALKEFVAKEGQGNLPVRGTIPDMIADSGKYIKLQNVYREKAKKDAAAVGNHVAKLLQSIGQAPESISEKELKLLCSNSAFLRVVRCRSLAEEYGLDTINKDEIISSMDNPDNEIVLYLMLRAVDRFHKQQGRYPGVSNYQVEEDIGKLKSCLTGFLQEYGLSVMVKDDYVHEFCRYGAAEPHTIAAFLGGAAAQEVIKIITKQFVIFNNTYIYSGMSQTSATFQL
SKN-1 block = C. elegans SKN-1 inhibition. inhibition, % at 21.8 µM. C. elegans VP596 Pgst-4::GFP/RFP ratio, acrylamide-induced, 24 h. AID 624304. actives 0.49% (n = 360,000);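 active means interference check ratio from 0.5 to 1.5 plus GFP to RFP signal ratio inhibition reaching or exceeding a fixed threshold, cut at about 30% in these data, passing the limit was not always enough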; further: some compounds called inactive have numbers as strong as hits
Rin1 Abl inh = inhibitors of human Rin1-Abl protein interaction; P00519+Q13671; TR-FRET Rin1/Abl binding, biochemical; inhibition, % at 7.35 µM; actives 0.4% (n = 360,000); AID 588664; in the data active means inhibition above about 5%, passing the limit was not always enough
NadD inh = inhibitors of Staphylococcus aureus NadD. purified NadD enzyme, colorimetric absorbance read-out. inhibition, % at 20 µM. actives 0.78% (n = 360,000); in the data active means inhibition above about 26%; further: some compounds past the cut are filed as inactive
Rpn11 block = inhibitors of human proteasome Rpn11 | O00487 | human 26S proteasome, Ub4-pepOG fluorescence polarization; 20S core pre-blocked with epoxomicin | calls only at 20 µM | actives 0.59% (n = 360,000);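 active means inhibition at 20 µM, scaled to each plate's controls, above about 33%, limit read from the data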
CSN inh = CSN deneddylation inhibition; inhibition, % at 12.5 µM; Q92905; Purified CSN, SCF-Nedd8-OG deneddylation, fluorescence polarization; actives 0.38% (n = 360,000);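 active means pattern-corrected inhibition above about 35%, with an unprinted fluorescence ratio check between 0.5 and 1.5, limit read from the data, passing the limit was not always enough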;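 further: 0% = enzyme with substrate and 100% = substrate without enzyme; some results filed as inactive read as strong as hits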
Target sequence (Q92905 whole entry, looked up, one chain of several): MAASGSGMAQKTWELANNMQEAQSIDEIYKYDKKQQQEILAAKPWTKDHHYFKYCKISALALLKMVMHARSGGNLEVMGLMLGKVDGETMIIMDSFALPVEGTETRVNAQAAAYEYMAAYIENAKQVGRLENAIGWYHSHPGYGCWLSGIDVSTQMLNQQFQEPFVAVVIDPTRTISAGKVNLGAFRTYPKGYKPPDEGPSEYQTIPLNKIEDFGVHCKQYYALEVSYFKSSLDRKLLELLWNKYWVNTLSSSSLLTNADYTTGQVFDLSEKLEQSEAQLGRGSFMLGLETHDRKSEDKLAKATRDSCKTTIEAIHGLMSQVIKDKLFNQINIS
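assay system = purified human Csn5 enzyme expressed in HEK293T cells | amount = 0.24 nM enzyme | buffer or medium = Tris/NaCl/DTT buffer, pH 7.5 | reagent = 10 nM SCFSkp2-Nedd8OG | compound = one concentration, 12.5 µM, 0.25% DMSO | times = 90 min reaction at room temperature | signal = FP | read-out basis = % inhibition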
MLLE-PAM2 inh = blocks PAM2 peptide binding to the PABP1 MLLE domain; GST-MLLE / FITC-PAM2 fluorescence polarization; inhibition, % at 20 µM; actives 0.36% (n = 360,000); AID 588489; in the data active means inhibition above about 35%, passing the limit was not always enough;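 further: plate controls were DMSO wells with GST-MLLE for no effect and wells lacking GST-MLLE protein for full effect; some results filed as inactive read as strong as hits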
MT1-MMP act inh = blocks activation of human MT1-MMP; P50281; HT1080 RFP-PRO-GFP cells, GFP/RFP ratio fluorescence, overnight; percent of plate control window, DMSO zero; GFP/RFP ratio change, % at 20 µM; actives 0.061% (n = 360,000);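 active means GFP/RFP ratio change of at least 30% with cell ATP level not reduced by more than half and red fluorescence within 50% of control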; further: strong numbers were not always called active
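Assay system – RFP-PRO-GFP reporter HT1080 cells · Compound dosing – single dose of 20 µM compound, 1% DMSO final · Incubation – overnight compound exposure at 37 °C · Measure – GFP/RFP fluorescence ratio · Benchmarks – DMSO wells and RFP-L50D-GFP cells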
FAS-TE inh = inhibitors of human fatty acid synthase thioesterase domain | recombinant FAS-TE, OMFH fluorogenic substrate, fluorescence endpoint | actives 0.67% (n = 360,000) | inhibition, % at 15 µM | AID 602261;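 active means compounds whose normalised, plate-corrected inhibition of enzyme fluorescence in the single-dose primary screen is 50% or more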;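 further: 0% = DMSO with enzyme and 100% = substrate without enzyme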
Numbers without * were called inactive; i = inactive; x = not tested or not shown.

SMILES	Neddylation inh	SKN-1 block	Rin1 Abl inh	NadD inh	Rpn11 block	CSN inh	MLLE-PAM2 inh	MT1-MMP act inh	FAS-TE inh
COc1ccc(C(=O)/C=C/c2cc(OC)c(O)c(OC)c2)c(F)c1	i	9	0	-3	i	-5	-19	-118	-7
COc1ccccc1N1CCN(C(=O)c2cccc(C(=O)N3CCN(c4ccccc4OC)CC3)c2)CC1	i	-9	0	-7	i	0	8	8	-1
COc1ccc(OC)c(Cc2nnc(CCC(=O)N3CCCCCC3)o2)c1	i	-5	-2	4	i	3	6	-5	-5
C[C@@H]1CN([C@@H](C)CO)C(=O)c2cc(Br)cnc2O[C@H]1CN(C)S(=O)(=O)c1cccs1	i	-11	2	-2	i	1	15	-1	-9
CCN(CCO)C1CC(=O)N(c2ccccc2C)C1=O (stereo not given)	i	7	7	6	i	1	25	1	-11
Cc1ccc(C(C)NC(=S)NC2CCCCC2)cc1C (stereo not given)	i	9	1	-4	i	-4	-18	-3	6
O=c1c(/C=N/O)coc2ccc(Cl)cc12	i	11	-7	4	i	3	12	-21	-2
CC(=O)N1CCN(CC(=O)Nc2cccc(S(=O)(=O)N3CCCCC3)c2)CC1	i	29	4	-1	i	-2	-3	-1	1
Cc1cc(C)c(NC(=O)CC(C)(C)C)c(Cl)c1	i	5	2	-6	i	3	-12	-1	-7
CNC(=O)/C(C#N)=C/c1c(N2CCCCCC2)nc2c(C)cccn2c1=O	x	-2	2	0	i	0	-4	0	8
O=C(CP(=O)(c1ccccc1)c1ccccc1)Nc1nc2ccc(Cl)cc2s1	i	5	-4	-1	i	-1	-3	1	18
CCC1CCC(N2CCN(c3ccccc3F)CC2)CC1 (stereo not given)	i	15	-1	-5	i	-1	-6	0	1
O=C(N/N=C/c1cccnc1)c1ccccc1[N+](=O)[O-]	i	-5	2	0	i	0	2	5	-1
O=C(Nc1ccc2c(c1)OCO2)O[C@@H]1C[C@H]2CCC(=O)N3CC[C@@H](C1)[C@@H]23	i	3	2	-8	i	1	5	0	-7
COc1ccc(C(=O)C2CCCN(C(=O)Cn3ccc(C)n3)C2)cc1OC (stereo not given)	i	-11	2	-1	i	4	5	0	-4
CN(C)c1ccc(CC(=O)c2nc3ccccc3s2)cc1	i	12	1	9	i	5	-107	-7	9
C[C@H](NC(=O)c1nc[nH]c1C(=O)NC1CCN(C(=O)OC(C)(C)C)CC1)C(=O)OC(C)(C)C	i	-3	2	8	i	2	-17	5	-14
CCOC(=O)COc1c(/C=N\O)cc(Cl)cc1OC	i	-6	2	-1	i	-5	4	0	-5
Cc1ccc(N(CC(=O)N/N=C/c2ccc(OC3CSC3)cc2)S(=O)(=O)c2ccccc2)cc1	i	-4	-1	16	i	0	0	3	42
O=C(NCCCN1CCOCC1)C(Sc1ccccc1)c1ccccc1 (stereo not given)	i	-17	-2	-2	i	-6	10	-1	-10
O=C(Nc1nnc(CCN2CCCCC2)s1)c1ccccc1Cl	i	2	0	-5	i	4	10	1	-9
Oc1c(Cl)cc(Cl)cc1/C=N/c1nc(-c2ccc(Cl)cc2)cs1	i	-3	-3	25*	i	-4	18	-2	11
COc1ccc(N(CC(=O)Nc2cc(C)ccc2C)S(=O)(=O)c2c(C)[nH]c(=O)[nH]c2=O)cc1	i	-4	6	-3	i	1	-7	2	-3
COc1cccc(C2SCC(=O)N2c2ccc(Br)cc2)c1OC (stereo not given)	i	2	6	-7	i	3	4	-1	11

5 consecutive compounds already listed, for reference:
SMILES	Neddylation inh	SKN-1 block	Rin1 Abl inh	NadD inh	Rpn11 block	CSN inh	MLLE-PAM2 inh	MT1-MMP act inh	FAS-TE inh
Cc1ccc(N(CC(=O)N/N=C/c2ccc(OC3CSC3)cc2)S(=O)(=O)c2ccccc2)cc1	i	-4	-1	16	i	0	0	3	42
O=C(NCCCN1CCOCC1)C(Sc1ccccc1)c1ccccc1 (stereo not given)	i	-17	-2	-2	i	-6	10	-1	-10
O=C(Nc1nnc(CCN2CCCCC2)s1)c1ccccc1Cl	i	2	0	-5	i	4	10	1	-9
Oc1c(Cl)cc(Cl)cc1/C=N/c1nc(-c2ccc(Cl)cc2)cs1	i	-3	-3	25*	i	-4	18	-2	11
COc1ccc(N(CC(=O)Nc2cc(C)ccc2C)S(=O)(=O)c2c(C)[nH]c(=O)[nH]c2=O)cc1	i	-4	6	-3	i	1	-7	2	-3

Next part:
SMILES	Neddylation inh	SKN-1 block	Rin1 Abl inh	NadD inh	Rpn11 block	CSN inh	MLLE-PAM2 inh	MT1-MMP act inh	FAS-TE inh
O=C(NCC1CCN(C(=O)c2c(F)c(F)c(F)c(F)c2F)CC1)c1c(F)c(F)c(F)c(F)c1F	i	2	-4	-1	i	3	-18	1	0
CC(C)CN(CC(C)C)S(=O)(=O)N1CCC(C(=O)NCc2ccccn2)CC1	i	10	3	3	i	3	1	-3	-3
COc1cccc(CNC(=O)c2nnn(CC(=O)Nc3ccc(Br)cc3)c2N)c1	i	8	3	5	i	0	24	-7	-1
COC(=O)c1cc(=O)n(Cc2ccc3c(c2)OCO3)c(=Nc2ccc(F)c(Cl)c2)s1	i	-2	2	0	i	10	2	-5	31
COc1ccccc1CCn1cnc(-c2ccc(OC)c(OC)c2)c1C(C)C	i	5	x	2	x	-1	x	-3	7
O=C(OCc1nnc(-c2ccccc2)o1)C12CC3CC(CC(Br)(C3)C1)C2	i	2	2	-3	i	4	-11	0	38
COc1ccc(Cl)cc1-c1cc(C(=O)NCc2ccco2)[nH]n1	i	4	-2	2	i	4	6	2	15
O=C(NCc1cccc(Cl)c1)c1ccc2c(c1)SC1=NS(=O)(=O)CCN12	i	6	-2	4	i	3	7	6	7
Cc1ccc(C)n1-c1ccncc1	i	22	0	3	i	1	-13	-4	-5
O=C(Nc1ccc2c(c1)OCCO2)C(c1ccccc1F)n1c(=O)c(-c2ccco2)nc2ccccc21 (stereo not given)	i	1	x	x	x	19	x	-6	x
CCC(C)Nc1nc(-c2cccc(OC)c2O)nc2ccccc12 (stereo not given)	i	4	1	-1	i	3	-3	-15	31
COCCN(C(=O)c1ccccc1)c1nnc(-c2cccnc2)s1	i	2	2	2	i	2	-1	2	-2
Cc1ccc(C)c(CSC2=NCCN2C(=O)c2cccs2)c1	i	-1	0	-1	i	-3	-16	0	21
CC12CCC(=O)N1C(C(=O)NCCc1ccccc1)CS2 (stereo not given)	i	-6	-3	-3	i	-2	-4	1	-4
CC(c1ccccc1)N1C(=O)c2ccccc2C1(O)Cc1ccccc1 (stereo not given)	i	14	-1	2	i	-5	4	-10	6
Cc1ccc(C(=O)NC2CCCCCC2)cc1S(=O)(=O)N1CCOCC1	i	-25	1	-4	i	6	9	3	0
C/C(=N\NC(=O)c1c[nH]c2ccccc12)c1ccco1	i	6	-5	-3	i	-3	-2	3	-5
CC(C)c1nc2ccccc2n1CC(O)COC1CCCCC1 (stereo not given)	i	-1	-2	-2	i	-2	16	8	-5
CCN(Cc1ccc(OC)c(F)c1)C(=O)CCl	i	-3	1	0	i	-2	-16	-3	-4
O=[N+]([O-])c1c(Nc2ccccn2)cc(Cl)c2nonc12	i	11	4	1	x	-76	14	14	62*
Cc1ccc(NC(=O)C(C)OC(=O)Cc2c[nH]c3ccccc23)cc1 (stereo not given)	i	-6	2	2	i	2	16	-2	2
COC(=O)[C@@H](NC(=O)c1ccccc1)[C@@H](C)O	i	-1	-3	-1	i	-3	6	0	-7
O=C(CN1CCN(Cc2ccc(Cl)cc2)CC1)N/N=C/c1cccc(F)c1	i	-1	-1	-1	i	7	2	2	-5
Cc1cccc(C(=O)N2CCCC(N3CCN(c4cccc(Cl)c4)CC3)C2)n1 (stereo not given)	i	-17	1	-4	i	1	-10	-1	-1
CC(O)CN(C)CC/C=C1/c2ccccc2CSc2ccccc21 (stereo not given)	i	9	-5	-7	i	1	5	-1	-9
COc1ccc(CN2CCNC(=O)C2CC(=O)N(C)Cc2cc(C)no2)cc1OC (stereo not given)	i	3	-2	1	i	-1	-7	2	-10
O=C(O)CCn1cc(/C=C2\NC(=S)N(c3ccccc3)C2=O)c(-c2ccc(Br)cc2)n1	i	9	1	-5	i	0	7	-8	3
O=C(CC(C(=O)O)c1ccc(F)cc1)c1ccc(Cl)cc1 (stereo not given)	i	0	-1	-3	i	-1	-4	4	-2
CC[C@@H]1C(c2cccc(C)c2)=NN(c2ccccc2)[C@H]1C(=O)N1CCOC1=O	i	19	-1	10	i	2	7	-1	16
Cc1cccc(NC(=O)C2C3CCCCC32)c1 (stereo not given)	i	5	-1	-4	i	5	8	-2	2
C/C(=N\NC(=O)C(C)Sc1ccccc1)c1ccc([N+](=O)[O-])cc1 (stereo not given)	i	8	-2	-4	i	1	3	-2	15
CCOC(=O)c1cc2[nH]c3ccccc3c2[n+](-c2ccc([N+](=O)[O-])cc2)c1N	i	-1	-8	-6	i	-4	-6	6	-12
CCC(=O)N1c2ccc(S(=O)(=O)CCC(=O)NC3CCCC3)cc2CC1C (stereo not given)	i	-2	-3	8	i	7	32	-1	-7
O=C(Nc1cccnc1)c1ccc(Cl)c(S(=O)(=O)N2CCCCCC2)c1	i	-7	-1	8	i	-1	1	0	1
CCN1CC(CNC(=O)c2ccc3nc(Cc4cccc(Cl)c4)oc3c2)CC1=O (stereo not given)	i	6	0	0	i	0	2	6	-13
NS(=O)(=O)c1ccc(CCNC(=O)CSc2ccccc2)cc1	i	0	-1	3	i	4	4	6	-14
CC(C)OCCCNC(=O)C1CCN(S(=O)(=O)c2ccc3nc4c(c(C(=O)O)c3c2)CCCCC4)CC1	i	-8	2	2	i	-1	-2	0	-9
CCOCCCNS(=O)(=O)c1ccc(NC(=O)Cc2c(F)cccc2Cl)cc1	i	11	1	-7	i	-2	-3	1	-2
CCOC(=O)C1=C(C)N(C[C@@H]2CC[C@@H](Cc3ccc(-c4ccccc4)cc3)O2)C(=O)NC1C1CC1 (stereo not given in full)	i	16	-2	0	i	4	-3	-2	16
Cc1ccc(S(=O)(=O)NCC(=O)NCC2COc3ccccc3O2)cc1C (stereo not given)	i	-10	5	-7	i	-3	5	3	-2
Cc1ccc(NC(=O)c2sc(C)nc2C)c(C)c1	i	9	0	-3	i	3	-5	1	-6
Cc1ccccc1NC(=O)C(=O)NCc1ccccn1	i	-9	0	-2	i	-1	8	0	-5
Cc1cc(NC2CCCC2)n2ncc(-c3ccccc3)c2n1	x	31	-1	5	i	3	5	3	25
CCOc1ccccc1NC(=O)C(NCCc1ccc(OC)cc1)c1ccccc1 (stereo not given)	i	14	-2	3	i	2	-1	-10	20
COc1ccc(NC(=O)CSc2nc3[nH]ncc3c(=O)[nH]2)cc1OC	i	-17	2	-1	i	-6	23	-2	-3
CN(C)c1ncnc2c1ncn2[C@H]1CN(Cc2ccc3c(c2)OCO3)C[C@@H](CO)O1	i	-12	1	0	i	-5	1	1	-8
O=C(Cn1nc(C(=O)O)c2ccccc2c1=O)Nc1ccc(F)cc1	i	7	2	0	i	4	-12	1	-3
O=C(c1ccco1)N1CCN(C(=O)C2c3ccccc3Oc3ccccc32)CC1	i	12	5	4	i	4	12	-7	-6
O=C(COC(=O)CNC(=O)c1ccccc1Cl)Nc1ccccc1Cl	i	10	4	-9	i	0	5	8	-10
